IL-2 act: IL-2 activation; IL-2 activation reporter assay, cell-based qHTS; stimulated with anti-CD3/CD4/CD28 beads; in transgenic mouse T cells; AID 652025; 0.065% of 360,000 active; activation, % (series mostly up to about 46 µM); in the data active = activation above about 50%; inconclusive = mostly about 30% to 49%; also: 0% is about no effect
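EGFP and DsRed fluorescence is measured by plate cytometry in unstimulated transgenic mouse T cells exposed to compound for 60 minutes, then stimulated 18 hours at 37 degrees C with anti-CD3/anti-CD4 beads plus anti-CD28.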
PI5P4K alpha inh: blocks human PI5P4K alpha kinase activity; P48426; PI5P4Kalpha enzyme, ADP-Glo luminescence, 60 min; active compounds read low; max response, %; 1.2% of 330,000 active; AID 652105; active = max response of -50% or lower; inconclusive = between -30% and -50%; inactive = -30% or higher; also: value at the top dose of about 77 µM; % is scaled to controls: 0 for no effect and ±100 for the full control effect
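Single end-point luminescence (ADP-Glo) quantified ADP from PI5P4Kalpha turnover; ATP 5 microM final, 1 h at RT, 0.1% CHAPS and 0.28 mM EGTA in HEPES pH 7.4.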
GLP1R cytotox: cytotoxicity counter-screen for GLP-1 receptor inverse agonists | 0.13% of 410,000 active | HEK293 cAMP-luciferase reporter cells, luminescence, 24 h | Potency, µM (series often up to 38.3 µM), without a hit: at the top dose activity change, negative = inhibition, actives largely listed as inhibitors;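 also: loss of luciferase light is scored as toxicity; potency is read from the fitted curve at half-maximal effect; % is scaled to controls: 0 for no effect and ±100 for the full control effect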
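Step one: seed cells (200 cells/uL, DMEM with 10% Nu serum, 1% pen-strep). Step two: 12-hour incubation at 37 deg C. Step three: pin 23 nL compound, incubate 24 hr. Step four: add luciferase reagent, read luminescence 12 min later.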
DRD3 agonist: D3 dopamine receptor (human) agonism; D3R DiscoveRx beta-arrestin cells, luminescence, 90 min; max activation, %; 0.58% of 410,000 active; in the data active = max activation above about 30%; also: 0% is about no effect; mostly tested at two doses, the higher about 12 µM
Target sequence (P35462 whole entry, looked up): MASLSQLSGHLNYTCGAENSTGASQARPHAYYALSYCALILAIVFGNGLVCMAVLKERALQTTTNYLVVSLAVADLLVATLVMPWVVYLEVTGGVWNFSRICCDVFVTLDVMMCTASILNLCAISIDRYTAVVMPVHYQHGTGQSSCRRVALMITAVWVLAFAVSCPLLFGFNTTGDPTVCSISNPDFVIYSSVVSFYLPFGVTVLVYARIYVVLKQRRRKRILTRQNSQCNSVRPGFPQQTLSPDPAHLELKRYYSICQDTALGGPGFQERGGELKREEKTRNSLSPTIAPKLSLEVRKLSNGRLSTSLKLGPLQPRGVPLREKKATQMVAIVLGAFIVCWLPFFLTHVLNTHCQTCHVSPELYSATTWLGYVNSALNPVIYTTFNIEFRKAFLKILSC
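Agonist mode: compounds and dopamine controls were applied to plated cells for 90 min at 37 degrees C after an overnight attachment at 1500 cells/well. Luminescent read-out followed 30 - 60 minutes at room temperature with DiscoveRx detection reagent.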
PLK1 PBD block: blocks phosphopeptide binding to human PLK1 polo-box domain | P53350 | Plk1 PBD binding of FITC phosphopeptide, fluorescence polarization | Potency, µM, without a hit: max response, negative = inhibition, usual class: inhibitors | 2.8% of 360,000 active; also: potency is read from the fitted curve at half-maximal effect; series mostly up to about 57 µM; % is scaled to controls: 0 for no effect and ±100 for the full control effect; nearly all actives have a fitted effect of over 65% in size
Target sequence (P53350 whole entry, looked up, the tested form may be a part): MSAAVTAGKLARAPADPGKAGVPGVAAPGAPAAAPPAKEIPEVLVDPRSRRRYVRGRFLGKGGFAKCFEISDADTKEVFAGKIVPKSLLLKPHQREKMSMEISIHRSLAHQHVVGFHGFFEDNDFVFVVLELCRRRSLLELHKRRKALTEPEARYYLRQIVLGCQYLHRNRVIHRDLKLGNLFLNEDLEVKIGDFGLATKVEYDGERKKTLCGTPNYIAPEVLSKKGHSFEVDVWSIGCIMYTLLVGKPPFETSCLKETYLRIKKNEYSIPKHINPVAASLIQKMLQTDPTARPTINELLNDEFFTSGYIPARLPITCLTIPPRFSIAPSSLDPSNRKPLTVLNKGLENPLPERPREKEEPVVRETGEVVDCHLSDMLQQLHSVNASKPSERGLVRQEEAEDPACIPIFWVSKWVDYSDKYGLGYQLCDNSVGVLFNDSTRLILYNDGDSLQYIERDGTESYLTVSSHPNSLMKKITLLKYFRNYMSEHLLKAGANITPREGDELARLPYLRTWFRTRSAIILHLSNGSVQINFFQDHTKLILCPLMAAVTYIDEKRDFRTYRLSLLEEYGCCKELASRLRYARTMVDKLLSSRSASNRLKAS
DRD3 antagonist: D3 dopamine receptor (human) antagonism; D3R cells, DiscoveRx beta-arrestin luminescence, antagonist mode; active compounds read low; 2.5% of 360,000 active; max response, negative = inhibition, %; AID 652054; P35462; in the data active = max response below about -50%; inconclusive = no clear call, values can overlap the other calls; also: % is scaled to controls: 0 for no effect and ±100 for the full control effect; mostly tested at two doses, the higher about 12 µM
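Cells plated overnight at 1500 cells/well, then exposed to library compounds with dopamine controls for 90 minutes at 37 degrees C. DiscoveRx reagent added for 30–60 minutes at room temperature; luminescence read, quantitative HTS format.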
GLP1R ag: activates the human GLP-1 receptor; 0.007% of 380,000 active; Potency, µM (top dose mostly 45.6 µM), inactives show top-dose activation, most hits filed as activators; AID 624172; HEK293 GLP-1R CRE-luciferase, luminescence, 4-6 h; cells express a hypersensitive GLP-1R form; P43220; also: potency is read from the fitted curve at half-maximal effect; % of control where 0% means no effect
GLP1R inv ag: GLP-1 receptor (human) inverse agonism; 1.6% of 410,000 active; P43220; Potency, µM (top dose mostly 38.3 µM), inactives show at the top dose activity change, negative = inhibition, actives largely listed as inhibitors; HEK293 GLP-1R CRE-luciferase, luminescence, 24 h; GLP-1R form is constitutively active; also: potency is read from the fitted curve at half-maximal effect; % is scaled to controls: 0 for no effect and ±100 for the full control effect; nearly all actives have a fitted effect of over 55% in size
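HEK293 cells stably co-expressing a cAMP-responsive luciferase reporter and constitutively active GLP-1R were seeded, incubated 12 h, then exposed to compounds for 24 h at 37 C. Luminescence was read 12 min after detection reagent; inverse agonists lower signal.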
WRN helicase inh: blocks human WRN helicase. WRN helicase unwinding, fluorescent forked duplex, kinetic. Potency, µM (top dose mostly 114 µM), inactives show at the top dose activity change, negative = inhibition, usual class: inhibitors. 0.46% of 360,000 active. AID 651768; also: potency is read from the fitted curve at half-maximal effect; % is scaled to controls: 0 for no effect and ±100 for the full control effect; nearly all actives have a fitted effect of over 55% in size
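Screening of the MLSMR collection measured strand separation of a quenched forked DNA duplex (100 nM) by 20 nM WRN with 2 mM ATP, all final. Compounds were preincubated with enzyme 15 min at room temperature.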
* = called active by the depositor; ? = inconclusive; . = not tested or not shown; [ ] = remark or other dose. Unless noted, calls follow the shape of the dose curve; as a rule, active = well fitted curve in the direction sought with a large enough effect; inconclusive = small, poorly fitted or top-dose-only effect, or another doubt; inactive = no such curve, though single readings can be large; an effect the other way counts as inactive or inconclusive.

SMILES	IL-2 act	PI5P4K alpha inh	GLP1R cytotox	DRD3 agonist	PLK1 PBD block	DRD3 antagonist	GLP1R ag	GLP1R inv ag	WRN helicase inh
CN1C(=O)[C@H]2[C@@H](/C=C/c3ccccc3)N3C(=O)CN(CCO)C(=O)[C@@]3(C)[C@H]2C1=O	-2.3	11.2	0.0%	7.4	-13.5%	?	-1.4%	2.9%	-3.8%
O=C(NCCc1ccc(Cl)cc1)C1CCCN(S(=O)(=O)N2CCCCCC2)C1 (stereo unspecified)	0.3	2.7	-3.4%	2.9	1.7%	7.3	9.6%	5.62µM*	3.0%
COc1ccc(/C=N/NC(=O)c2cccnc2)c2ccccc12	7.8	-0.1	-2.8%	8.5	-5.1%	-13.1	36.0%	?	6.3%
CC(=O)N1CCN=C1SCc1ccccc1F	-2.0	-2.2	4.6%	3.8	-4.5%	15.9	1.9%	-0.8%	-4.4%
CCOC(=O)c1oc2cccc(O)c2c1C	-0.9	0.1	0.4%	-7.4	-3.1%	-17.0	?	11.2%	-6.1%
O=C(Nc1nnc2n1CCS2)c1ccco1	-1.1	-8.0	229.3%[activator]	-1.4	-21.2%	3.8	-1.7%	3.5%	-20.7%
Cc1nnc(SCc2ccccc2F)n1NCc1cccs1	-0.1	.	-10.3%	27.7	-1.3%	-25.8	-0.9%	3.3%	3.4%
Cn1nccc1C(=O)NC1CCCc2c1cnn2-c1ccccc1F (stereo unspecified)	-0.8	0.8	6.8%	-2.5	0.5%	21.0	-4.6%	-24.1%	-3.5%
C=CCNC(=O)COC(=O)c1c2c(nc3ccccc13)CCC2	-3.0	-75.5*	7.0%	-3.1	?	3.2	4.6%	5.9%	?
COc1cc(/C=C2\SC(=S)N(Nc3ccccc3)C2=O)cc(OC)c1OC	0.1	14.9	-14.3%	-3.7	-8.1%	9.0	-5.2%	?	-1.6%
COc1ccc(S(=O)(=O)NCc2ccc(C(=O)N3CCN(Cc4ccccc4)CC3)cc2)cc1	-0.3	2.2	1.5%	14.4	-15.2%	-28.7	-1.0%	?	-2.8%[57.1 µM]
Cc1cc(NC(=O)c2ccc(S(=O)(=O)N(C)C)cc2)no1	-0.3	.	0.4%	-1.7	-6.1%	13.6	-7.9%	-7.9%	5.4%
CCN(CC)C(=O)C1CC(=O)N(c2ccc(OC)cc2)C1c1ccc(OC)cc1 (stereo unspecified)	1.9	.	1.3%	4.3	-8.6%	22.7	-1.2%	0.0%	1.2%
CC(C)(C)c1cc(NC(=O)c2cccs2)no1	-2.3	0.9	1.6%	-5.3	3.9%	1.2	-0.8%	-5.7%	-23.7%
COc1ccc(-c2nc3ccccc3c(=O)n2CCCn2ccnc2)cc1	-0.9	0.6	1.8%	-1.1	-1.5%	11.8	14.3%	0.2%	-3.0%
CCn1c(NC(=O)Nc2cccc(C)c2C)cc2sccc21	-1.0	-16.5	-1.9%	-0.4	-8.2%	-19.0	-1.8%	4.2%	4.2%
CC(C)CC(c1nnnn1C(C)(C)C)N1CCN(Cc2ccccc2)CC1 (stereo unspecified)	-3.7	-5.2	-21.0%	-4.6	-5.7%	-5.3	-3.7%	-21.7%	-19.6%
Nc1ccn(C2CCCCO2)c(=O)n1 (stereo unspecified)	-0.1	3.5	-4.2%	6.0	-3.7%	4.6	4.3%	0.5%	6.8%
O=C(COC(=O)/C=C/c1ccco1)NCCN1C(=O)CSC1=O	-1.5	-8.2	-2.0%	-15.1	-28.8%	-12.8	-0.6%	-8.6%	-5.2%
Fc1ccccc1N1CCN(C(c2ccccn2)c2nnnn2C2CCCCC2)CC1 (stereo unspecified)	-2.3	.	?	0.5	-1.6%	4.9	-2.8%	7.2%	-0.6%[57.1 µM]
CCn1c(SCC(=O)Nc2ccc(N3CCOCC3)cc2)nnc1-c1ccc(OC)cc1	-1.0	.	7.7%	4.2	?	3.2	0.0%	-6.6%	-15.4%
Cc1cc(C(=O)NNC(=O)CCCOc2ccccc2)c(C)o1	0.4	-1.6	1.6%	7.3	4.5%	2.2	0.5%	-19.5%	-0.3%
COc1ccc(C(C)=O)cc1COc1ncnc2ccccc12	1.8	-0.9	-0.8%	0.7	-26.0%	-2.9	3.6%	29.1%	-1.6%
CCC(C)Sc1nc2c(c(=O)[nH]1)C(c1cccs1)C1=C(CCCC1=O)N2 (stereo unspecified)	-1.5	?	?	12.0	-2.3%	44.7	2.3%	?	-22.5%[57.1 µM]
CCN1C(=O)[C@@H]2[C@@H](c3ccc(-c4cccc(Cl)c4)cc3)N3CCC[C@@]3(C(=O)OC)[C@@H]2C1=O	-0.2	1.2	3.3%	-11.7	-1.4%	0.0	4.9%	-10.8%	4.2%
CCN(C(=O)COC(=O)c1cccnc1SC)c1c(N)n(Cc2ccccc2)c(=O)[nH]c1=O	-0.4	0.4	-13.3%	15.9	8.3%	14.3	-6.9%	4.4%	-6.6%
N#Cc1nc(COc2ccccc2)oc1N1CCN(Cc2ccccc2)CC1	-0.1	6.9	0.1%	4.7	29.9µM*	9.0	4.9%	?	-5.3%
COc1ccc(CC(=O)NC2CCN(CC(=O)Nc3ccc4c(c3)OCCO4)CC2)cc1OC	-1.2	.	-0.3%	17.7	-3.8%	4.1	-8.1%	0.0%	-2.5%
c1ccc(Cn2ccnc2SCc2nnc(-c3ccccc3)o2)cc1	-3.1	.	-3.5%	32.3*	-4.2%	15.6	12.0%	6.8%	-2.4%
COc1ccc2nc3n(c(=O)c2c1)-c1ncccc1C(=O)NC3CC(C)C (stereo unspecified)	-2.8	-2.7	1.0%	5.5	-2.3%	0.2	-1.2%	-4.4%	-0.4%
OCCC1CN(Cc2cnc(-c3ccccc3)s2)CCN1CCc1ccccc1 (stereo unspecified)	-1.7	-0.2	-9.8%	-4.4	-8.1%	-27.8	4.9%	?	-4.0%
Cc1cc(-c2ccc(C)c(S(=O)(=O)N3CCN(c4ccc([N+](=O)[O-])cc4)CC3)c2)on1	-1.6	5.6	-10.3%	12.2	-11.3%	-6.7	-1.8%	-14.7%	-6.7%
COc1ccc(Br)cc1/C=N/n1nnnc1N	2.9	-3.8	3.8%	-0.9	6.7%	-11.4	3.6%	?	-11.4%
CCOc1cc(/C=N/N=C2/NC(=O)C(CC(=O)O)S2)ccc1OCc1ccc(Cl)cc1 (stereo unspecified)	-1.1	3.3	3.1%	-7.0	?	1.1	4.0%	14.6%	-10.8%
CCOC(=O)c1cc(-c2ccc(C)cc2)n(CC(=O)NCc2ccco2)c1C	-3.9	2.4	-0.4%	-5.7	-4.4%	-13.6	5.6%	-9.1%	-10.2%
CCOc1ccc(NCc2cccn2-c2nnc(N3CCC(C(=O)NCCCN4C(C)CCCC4C)CC3)s2)cc1 (stereo unspecified)	-1.2	0.0	?	-12.9	?	3.4	-1.1%	?	-4.1%
O=C(NCC(=O)N(Cc1cccs1)C(C(=O)NC1CCCCC1)c1ccco1)c1ccco1 (stereo unspecified)	2.0	1.6	?	-2.5	-4.1%	5.0	-6.3%	?	5.2%
O=C(N/C(=C/c1ccc(Br)cc1)C(=O)N1CCOCC1)c1ccc(Br)o1	-0.4	-0.2	-0.7%	4.4	-7.9%	-0.3	11.2%	-27.1%	-8.2%
CC1=C(C#N)C(c2cccnc2)C2=C(N1)c1ccccc1C2=O (stereo unspecified)	0.0	1.2	-4.7%[0.307 µM]	2.2	-11.6%	-2.5	-12.7%	-10.5%[0.307 µM]	-2.7%
COc1ccc(-n2nc(C(=O)NCC(=O)NCCc3ccc(OC)c(OC)c3)c3ccccc3c2=O)cc1	0.1	2.1	-7.5%	5.4	-0.7%	13.8	8.1%	-5.5%	-2.6%
Cc1cc(C(=O)C(=O)N(C)C)c(C)n1-c1ccc([N+](=O)[O-])cc1	-1.4	.	-5.1%	-9.2	-4.2%	3.8	1.7%	1.9%	-14.7%
Cc1ccc(C)c(C(O)c2ncc(-c3ccc4ccccc4c3)[nH]2)c1 (stereo unspecified)	1.0	-5.7	0.6%	-7.5	-12.2%	-7.3	-2.5%	?	1.6%
CC(C)(C)OC(=O)NCCCCCNC(=O)c1ncn(Cc2ccccc2)c1C(=O)NCCCCCNC(=O)OC(C)(C)C	-3.4	1.8	4.8%	-27.8	-10.1%	-26.5	1.8%	?	-5.0%
CCCN1C(=O)c2ccc(C(=O)Nc3nccs3)cc2C1=O	-1.8	-0.5	5.2%	-4.9	-6.5%	-20.4	-14.1%	1.1%	-11.5%
O=C(/C=C/c1cccc(F)c1)NC1CCN(Cc2ccccc2)CC1	-1.6	-4.3	17.4%	-8.7	-3.7%	?	7.5%	-45.5%	-5.8%
CC1CN(c2ccc(NC(=S)Nc3ccc(N4CC(C)OC(C)C4)cc3)cc2)CC(C)O1 (stereo unspecified)	0.2	2.2	-18.2%	-8.5	-3.1%	-9.8	-4.0%	?	-2.4%
CN(Cc1cccc(Cl)c1Cl)C(=O)c1cc(S(=O)(=O)N2CCOCC2)ccc1F	0.2	-10.8	-0.9%	-1.1	-7.0%	3.4	13.0%	?	1.8%
CC1=NN(c2ccc(C)c(C)c2)C(=O)C1C(c1cccc(O)c1)C1C(=O)N(c2ccc(C)c(C)c2)N=C1C (stereo unspecified)	0.2	3.5	?	0.0	8.44µM*	-26.7	-1.8%	-18.5%	?
Cc1nnc(NC(=O)c2ccc(S(=O)(=O)N(C)Cc3ccccc3)cc2)o1	-2.9	-9.5	-12.8%	1.1	-8.7%	-72.2*	-7.1%	?	6.9%[57.1 µM]

Rewritten in markdown: entries from further up
| structure | IL-2 act | PI5P4K alpha inh | GLP1R cytotox | DRD3 agonist | PLK1 PBD block | DRD3 antagonist | GLP1R ag | GLP1R inv ag | WRN helicase inh |
| --- | --- | --- | --- | --- | --- | --- | --- | --- | --- |
| O=C(/C=C/c1cccc(F)c1)NC1CCN(Cc2ccccc2)CC1 | -1.6 | -4.3 | 17.4% | -8.7 | -3.7% | ? | 7.5% | -45.5% | -5.8% |
| CC1CN(c2ccc(NC(=S)Nc3ccc(N4CC(C)OC(C)C4)cc3)cc2)CC(C)O1 (stereo unspecified) | 0.2 | 2.2 | -18.2% | -8.5 | -3.1% | -9.8 | -4.0% | ? | -2.4% |
| CN(Cc1cccc(Cl)c1Cl)C(=O)c1cc(S(=O)(=O)N2CCOCC2)ccc1F | 0.2 | -10.8 | -0.9% | -1.1 | -7.0% | 3.4 | 13.0% | ? | 1.8% |

Screening data: PubChem, National Center for Advancing Translational Sciences (NCATS)
